TRHR PAM: allosterically enhances the human TRH receptor; TRHR cells, fluo-8 calcium fluorescence, EC20 TRH enhancement; AID 493056; enhancement, % at 2 µM; P34981; 0.66% of 360,000 active; in the data active = enhancement above about 30%; also: 0% is about no effect
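Enhancer read-out: after compound pinning and an initial kinetic agonist-mode read, an EC20 of TRH (10 nM final) was injected and fluo-8 calcium signal (Ex 480/Em 530) followed at 1 s/cycle for 100 cycles in TRHR-expressing cells.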
USP1-UAF1 inh: inhibitors of human USP1/UAF1 deubiquitinase | O94782 | recombinant USP1/UAF1, Ub-Rhodamine cleavage fluorescence | 0.23% of 390,000 active | Potency, µM (titrated, usually from 57.1 µM), for the others: at the top dose activity change, negative = inhibition, hits mostly inhibitors; also: potency is read from the fitted curve at half-maximal effect; % is scaled to controls: 0 for no effect and ±100 for the full control effect; nearly all actives have a fitted effect of over 60% in size; inactives centre near -12
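USP1/UAF1 complex at 1 nM was preincubated with compound for 15 min at room temperature, then Ub-Rho substrate (150nM final) was added. Fluorescence (480/540 nm) was read kinetically, 6 reads every 60 seconds.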
D2 antagonist: antagonizes the human D2 dopamine receptor | P14416 | HEK293 TREx D2 cells, calcium flux, dopamine EC80 | inhibition, % at 10 µM | 2% of 340,000 active | AID 485344; in the data active = inhibition above about 30%; also: 0% is about no effect
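Tetracycline-induced HEK293 TREx cells expressing D2 receptor forced-coupled to calcium signalling, loaded with no-wash calcium dye. Compounds added and calcium flux read 180 s, then dopamine added at EC80 and read a further 180 s.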
TrxR1 substrate: rat thioredoxin reductase 1 substrate activity; O89049; purified TrxR1 substrate turnover, NADPH consumption readout; Potency, µM (highest dose often 114 µM), without a hit: at the highest dose activity change, negative = substrate turnover; 0.01% of 390,000 active; also: potency is read from the fitted curve at half-maximal effect; % is scaled to controls: 0 for no effect and ±100 for the full control effect; nearly all actives have a fitted effect of over 50% in size
Target sequence (O89049 whole entry, looked up): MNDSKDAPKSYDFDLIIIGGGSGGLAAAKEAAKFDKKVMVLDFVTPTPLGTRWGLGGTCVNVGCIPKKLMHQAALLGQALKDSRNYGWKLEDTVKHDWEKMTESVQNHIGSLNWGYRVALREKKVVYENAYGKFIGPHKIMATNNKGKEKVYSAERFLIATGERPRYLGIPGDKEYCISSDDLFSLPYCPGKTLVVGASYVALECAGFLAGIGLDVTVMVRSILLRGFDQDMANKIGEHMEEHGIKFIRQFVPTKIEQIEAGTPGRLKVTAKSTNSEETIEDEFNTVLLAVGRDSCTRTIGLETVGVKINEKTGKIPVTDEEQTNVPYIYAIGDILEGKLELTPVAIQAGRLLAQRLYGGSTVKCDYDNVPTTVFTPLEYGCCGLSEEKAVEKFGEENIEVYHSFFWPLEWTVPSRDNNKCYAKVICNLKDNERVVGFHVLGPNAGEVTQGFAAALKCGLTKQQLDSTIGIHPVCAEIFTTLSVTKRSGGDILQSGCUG
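Rat TrxR1, dispensed at 90 nM, was prereduced with 400 uM NADPH (final) for 5 min at ~22 deg C, then incubated with compound 15 min before 400 uM selenite. A first-read NADPH fluorescence drop versus no-compound background flagged substrates.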
PI4K2A block: blocks human PI4K2A kinase activity. purified PI4K2A, ADP-Glo luminescence, 1 h; hits give low values. activity change, negative = inhibition, % at 76.9 µM. AID 1346378. 0.13% of 420,000 active; in the data active = activity change below about -50%; inconclusive = mostly about -30% to -49%;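 also: -100% = wells without enzyme as full effect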
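In this quantitative HTS, ADP production by PI4K2A was quantified luminescently after 1 h at ambient temperature; 100 microM adenosine served as plate-quality control.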
D2 ag: agonists of human D2 dopamine receptor. P14416. HEK293 T-REx D2 cells, calcium flux agonist mode. activation, % at 2 µM. 0.53% of 340,000 active;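 active = activation over 3 SD above normal in the single-dose calcium agonist read, cut at about 30% in these data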; also: 0% is about no effect
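Tetracycline-induced HEK293 Trex cells with D2 receptor force-coupled to calcium signaling, plated overnight at 30 C and loaded with no-wash calcium dye. Calcium flux read kinetically for 180 s after compound addition; responses flag agonists.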
IDH1 R132H inh: human IDH1 R132H inhibition | O75874 | IDH1-R132H enzyme, NADPH consumption, diaphorase/resazurin fluorescence | Potency, µM (series often up to 76.6 µM), inactives show top-dose activity change, negative = inhibition, hits mostly inhibitors | 0.093% of 390,000 active | AID 602179; also: potency is read from the fitted curve at half-maximal effect; % is scaled to controls: 0 for no effect and ±100 for the full control effect; nearly all actives have a fitted effect of over 65% in size
Target sequence (O75874 whole entry R132H, stated change not applied): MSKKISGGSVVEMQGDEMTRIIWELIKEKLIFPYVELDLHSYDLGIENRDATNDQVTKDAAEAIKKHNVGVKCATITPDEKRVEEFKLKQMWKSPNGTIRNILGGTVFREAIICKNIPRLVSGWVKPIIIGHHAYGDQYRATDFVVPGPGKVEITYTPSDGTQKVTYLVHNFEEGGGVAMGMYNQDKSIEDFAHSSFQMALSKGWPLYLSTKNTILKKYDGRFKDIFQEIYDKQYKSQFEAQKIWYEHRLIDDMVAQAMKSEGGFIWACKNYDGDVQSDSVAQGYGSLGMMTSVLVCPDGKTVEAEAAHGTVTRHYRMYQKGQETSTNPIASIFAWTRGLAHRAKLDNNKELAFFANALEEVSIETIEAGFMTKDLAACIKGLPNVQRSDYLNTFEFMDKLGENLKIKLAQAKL
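IDH1-R132H (0.5 ug/mL dispensed) in pH 7.5 Tris buffer was preincubated 30 min with compound, then given a substrate mix of 0.016 mM NADPH and 2 mM alpha-KG for 80 min at room temperature; remaining NADPH was read by diaphorase/resazurin fluorescence.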
TrxR1 inh: rat TrxR1 inhibition | AID 588453 | Potency, µM (titrated, usually from 114 µM), without a hit: at the highest dose activity change, negative = inhibition, usual class: inhibitors | 1% of 390,000 active | recombinant rTrxR1, NADPH fluorescence consumption, selenite substrate; also: potency is read from the fitted curve at half-maximal effect; % is scaled to controls: 0 for no effect and ±100 for the full control effect; nearly all actives have a fitted effect of over 65% in size
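Rat TrxR1 (90 nM in the dispensed reagent) was pre-reduced with 400 uM NADPH for 5 min at room temperature, then incubated with compound for 15 min. After 400 uM selenite was added, NADPH fluorescence (Ex 340/Em 450 nm) was followed for 8 min.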
TRHR ag: TRH receptor (human) agonism; 0.18% of 360,000 active; activation, % at 2 µM; TRHR cells, calcium flux fluo-8, FDSS agonist mode; in the data active = activation above about 30%; also: 0% is about no effect
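Steps: seed TRHR cells overnight; add fluo-8 no-wash Ca dye, RT 30 min–1.5 h; record 10 s baseline; pin-transfer compounds; monitor fluorescence 1 cycle/s for the agonist window. Calcium increases flag candidate agonists.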
Active calls of the source: *; u = inconclusive; x = no result given; & = joins results of further samples; [ ] = remark or other dose. Unless noted, calls follow the shape of the dose curve; as a rule, active = well fitted inhibition curve with a large enough effect; inconclusive = small, poorly fitted or top-dose-only effect; inactive = no such curve, though single readings can be large or run the other way. Compounds as they come; about 3.9% have a hit in one of these screens.

no. | molecule | TRHR PAM | USP1-UAF1 inh | D2 antagonist | TrxR1 substrate | PI4K2A block | D2 ag | IDH1 R132H inh | TrxR1 inh | TRHR ag
1 | Cc1cccn2c(=O)c(/C=C(\C#N)C(=O)NCc3ccco3)c(N3CCCCCC3)nc12 | -4 | u | -12 | -2% | 1 | 0.0 | -6% | 16% | 0.2
2 | O=C(CN1CCC(NC(=O)c2ccccc2Cl)CC1)NCc1ccco1 | -2 | -7% | 12 | 3% | -1 | 1.0 | 0% | -21% | -0.1
3 | Cc1cccc(C2=N/C(=C\c3cccs3)C(=O)O2)c1 | 0 | -13% | 3 | -2% | 5 | 0.9 | 13% | u | -0.2
4 | N#C/C(=C\c1ccc(Br)cc1)c1nc(-c2cc3cc(Br)ccc3oc2=O)cs1 | -4 | -2% | x | -5% | 2 | -1.4 | -2% | -2% | -0.4
5 | CCn1c(C)c(C(=O)c2ccccc2)c(C#N)c1C(=O)O | 1 | -18% | 33* | -3% | -2 | -0.9 | -3% | 3% | 0.2
6 | C#Cc1ccc(C(=O)NCc2ccc(N3CCCC3=O)cc2)cc1 | 5 | -26% | 30 | 1% | -21 | -4.3 | 0% | 4% | -0.3
7 | COc1nccnc1NS(=O)(=O)c1ccc(NC(=S)NC(=O)c2ccccc2)cc1 | 10 | -12% | -2 | -10% | -5 | 0.6 | 1% | u | 0.8
8 | CC1=C(c2ccc(C)c(C)c2)S(=O)(=O)N(Cc2ccc(C(=O)NCc3cccc(C)c3)cc2)C1=O | -1 | -22% | x | 30%[activator] | 1 | 0.8 | 2% | 26% | 1.0
9 | N#C/C(=N\Nc1c(Cl)cccc1Cl)C(=O)NN | -2 | -20% | -2 | -15% | -17 | -0.7 | 5% | 8%[57.1 µM] | -0.4
10 | CCC(C)C(=O)N1CCc2cc(-c3csc(N)n3)ccc21 (stereo not given) | 0 | -17% | -1 | -4% | 4 | 15 | 14% | -2% | -0.1
11 | CC(C)c1ccc(NC(=O)CCNS(=O)(=O)c2ccc3c(c2)CCCC(=O)N3)cc1 | -5 | -26% | x | 0% | -3 | x | 5% | 24% | 0.5
12 | O=C(Nc1ccccc1C(=O)N/N=C/c1ccco1)c1ccccc1 | -3 | -11% | -12 | -6% | 1 | 0.1 | 0% | -1% | 0.2
13 | CCOCCCNC(=S)N1CCN(c2nc(-c3ccc(F)cc3)cs2)CC1 | -5 | u | x | -3% | 3 | x | 4% | 3% | -0.1
14 | CC(C)CCn1c(SCC(=O)c2ccccc2)nc2c1c(=O)[nH]c(=O)n2C | 1 | -3% | 12 | 16%[57.1 µM] | -5 | 0.6 | 2% | 16%[57.1 µM] | -0.5
15 | Cc1ccc(NC(=O)CC(C)S(=O)(=O)c2ccc3c(c2)NC(=O)CO3)cc1C (stereo not given) | 0&-1 | -9%&-18% | -9 | -10%[57.1 µM] | -2&-4 | 0.6&-0.5 | 16%&13% | 21%[57.1 µM] | -0.2&0.2
16 | COc1cc(OC)cc(-c2sc3ccc(OC)cc3c2C#CCO)c1 | x | u | x | 7% | -7 | x | -7% | -14% | x
17 | Cc1ccsc1CNn1cnnc1SCc1ccccc1F | -5 | -8% | -11 | -5% | 6 | 1.2 | -1% | -7% | -1.4
18 | CCOc1ccccc1OCCCC(=O)NNC(=O)c1ccc(F)cc1 | x | 10% | x | -7%[2.29 µM] | 1 | x | -3% | -13%[2.29 µM] | x
19 | Cc1cc(C(=O)C(C)OC(=O)c2ccc(NC(=O)CC#N)cc2)c(C)n1-c1ccccc1 (stereo not given) | 3 | -21% | 8 | 3%[57.1 µM] | 3 | 1.2 | 0% | 14%[57.1 µM] | 1.9
20 | CC(C)(C)c1ccc(OCc2ccc(C(=O)N3CCOCC3)o2)cc1 | 10 | 9% | 0 | -6% | -2 | -2.3 | 6% | -4%[57.1 µM] | -1.8
21 | COc1ccc(CCNc2c3ccccc3nc3ccccc23)cc1OC | 3 | -17% | x | 69% | 0 | x | 5% | 13%[57.1 µM] | 0.5
22 | COCCn1c(C)cc(C(=O)COC(=O)c2ccc(NC(=O)CC#N)cc2)c1C | -1 | -20% | -9 | 7%[57.1 µM] | -15 | 1.2 | 0% | 14%[57.1 µM] | 0.8
23 | CN(CCNS(=O)(=O)c1ccc2c(c1)oc(=O)n2C)Cc1ccccc1 | 6 | -10% | 2 | 11%[57.1 µM] | 0 | -0.7 | -3% | 42% | -0.5
24 | CCN(CC)S(=O)(=O)c1ccc(N2CCOCC2)c(NC(=O)C23CC4CC(CC(Cl)(C4)C2)C3)c1 | 0 | -19% | -8 | -5% | -3 | 0.8 | 4% | 3% | -0.2
25 | CN(CC(=O)Nc1c(Cl)cccc1Cl)C(=O)c1ccccc1Cc1ccccc1 | -16 | -22% | -8 | -3% | 2 | -1.3 | 7% | 11% | -0.5

Whole records from above. Values in the order: TRHR PAM | USP1-UAF1 inh | D2 antagonist | TrxR1 substrate | PI4K2A block | D2 ag | IDH1 R132H inh | TrxR1 inh | TRHR ag
Cc1ccsc1CNn1cnnc1SCc1ccccc1F is listed with -5 | -8% | -11 | -5% | 6 | 1.2 | -1% | -7% | -1.4
COc1cc(OC)cc(-c2sc3ccc(OC)cc3c2C#CCO)c1 is listed with x | u | x | 7% | -7 | x | -7% | -14% | x

Further compounds follow:
no. | molecule | TRHR PAM | USP1-UAF1 inh | D2 antagonist | TrxR1 substrate | PI4K2A block | D2 ag | IDH1 R132H inh | TrxR1 inh | TRHR ag
26 | COc1ccc(OC)c2sc(NNC(=O)C3COc4ccccc4O3)nc12 (stereo not given) | 7 | -21% | 17 | 4% | 3 | -0.3 | -7% | 19% | -0.1
27 | COc1ccc(CCNC(=O)C/C(C)=N/NC(=O)c2ccc(Cl)cc2Cl)cc1OC | 1 | -21% | -22 | 1% | 2 | 0.0 | 6% | 11% | -0.3
28 | Cc1ccc(OCC(=O)NNC(=O)c2ccc3c(=O)n4c(nc3c2)CCC4)cc1 | -3 | 5% | -9 | -6% | 2 | 0.2 | -4% | -9% | 0.4
29 | CCc1cccc(C)c1NC(=S)NCC(c1cccnc1)N(C)C (stereo not given) | -2 | 6% | 1 | 1%[57.1 µM] | 0 | 0.5 | 12% | 10% | 0.3
30 | COc1cccc(CNc2ccc(S(=O)(=O)N3CCN(C)CC3)cn2)c1 | -6 | -11% | -28 | 1% | 0 | 0.2 | -6% | 18% | 0.1
31 | Cc1ccc(S(=O)(=O)c2c(C)cc(C)[nH]c2=O)cc1 | 4 | -16% | 1 | 1% | 4 | 1.0 | -4% | 21% | -1.2
32 | COC(=O)[C@H](CCSC)NC(=O)Nc1ccc(C)c(C)c1 | 0 | -3% | 13 | 3% | 3 | 0.7 | 1% | 16% | -0.3
33 | Cc1nn(Cc2ccc(Cl)cc2)c(C)c1NC(=O)CCCn1nc(C)c([N+](=O)[O-])c1C | -2 | 4% | -4 | -2% | -2 | -0.8 | 8% | 1% | 0.3
34 | COc1ccccc1CNC(=O)c1ccc(CS(=O)(=O)c2ccccc2C)o1 | -10&-2 | -11%&-3% | -21 | -2%&-4% | -4&0 | 2.4&2.1 | 10%&0% | 13%&-11% | 3.3&1.6
35 | O=C(/C=C/c1ccc(Cl)c(Cl)c1)N1CCc2ccccc21 | -13 | -16% | -2 | -5% | 3 | -0.3 | 3% | -11% | -0.6
36 | CN(Cc1ccccc1)S(=O)(=O)c1ccc(OCC(=O)NCc2cccnc2)cc1 | 10 | -20% | 18 | 10%[57.1 µM] | 2 | 0.3 | 2% | 15%[57.1 µM] | -0.1
37 | O=C(CN1CCc2ccccc2C1)Nc1ccccc1Cl | -1 | -9% | 61* | -14% | -2 | 31* | 7% | -1% | 0.3
38 | O=C(COc1ccc(Cl)cc1Cl)NCc1ccncc1 | 6 | -17% | -11 | -6% | 1 | 0.1 | 2% | -5% | -1.3
39 | COC(=O)CCc1c(C)nc(N)[nH]c1=O | -1 | -12% | x | -1% | -4 | x | 0% | -2% | 1.3
40 | Cc1cccc(NC(=O)c2sc3nc4n(c(=O)c3c2C)N=C(c2ccc(F)cc2)CS4)c1C | -3 | 2% | x | -3%[57.1 µM] | 1 | 0.4 | 7% | 13%[57.1 µM] | 0.2
41 | COc1cccc(NC(=O)c2oc3ccccc3c2NC(=O)c2ccc(OC(C)C)cc2)c1 | -5 | -1% | x | 24% | -7 | -0.3 | -10% | 48% | 0.8
42 | O=C(Cc1c(C(=O)O)[nH]c2ccccc12)NCCN1CCN(c2cccc(Cl)c2)CC1 | 1 | -20% | -9 | 8%[57.1 µM] | -8 | -0.9 | -2% | 11%[57.1 µM] | 1.5
43 | CC(C)(C)C(=O)Nc1cccc(-c2ncon2)c1 | -4 | -19% | 9 | 7% | -3 | -0.3 | 4% | 25% | 0.3
44 | CCC(=O)Nc1c2c(nn1-c1cccc(Cl)c1)CS(=O)(=O)C2 | -11 | -26% | 3 | -2% | 1 | 0.2 | -8% | 10% | -0.1
45 | COc1ccccc1CNC(=O)CC1C(=O)NCCN1C1Cc2ccccc2C1 (stereo not given) | -12 | -14% | -1 | 2% | -1 | 0.3 | -3% | -6% | 0.4
46 | CCNc1ccccc1CP(=O)(c1ccccc1)c1ccccc1O (stereo not given) | 5 | u | -4 | -11% | -14 | 7.7 | 13% | 50µM* | 18
47 | O=C(Nc1ccccc1)Nc1ccc2ccccc2n1 | -3 | -14% | -12 | 4% | 3 | -0.5 | 13% | 33% | -0.1
48 | O=C(Nc1cccc(C(F)(F)F)c1)/C(=C\c1ccco1)NC(=O)c1cccs1 | -2 | -21% | 3 | 1% | 5 | -0.9 | 0% | 2% | 0.1
49 | O=C(Nc1cccc2ccccc12)OCc1ccccc1 | x | 3% | x | 10%[2.29 µM] | -4 | x | 18% | 19%[2.29 µM] | x
50 | Cc1ccc(C)c(S(=O)(=O)c2c[nH]c(=S)[nH]c2=O)c1 | 7 | -16% | 17 | -14% | -2 | -0.5 | -10% | -5% | -0.8
51 | O=C(NCc1cccs1)C1CCN(S(=O)(=O)c2cccc3cccnc23)CC1 | 3 | -27% | 0 | 8% | -3 | 1.1 | -12% | 26% | -0.8
52 | CC(=O)c1cccc(N(CC(=O)N2CCOCC2)S(C)(=O)=O)c1 | -2 | 1% | 4 | -8% | -1 | 0.5 | 2% | -10% | 0.7

Screening data (PubChem BioAssay)
